High-throughput results (PubChem)
SSB-PriA inh: K. pneumoniae PriA-SSBct interaction inhibition; AlphaScreen SSBct-PriA binding, biotinylated peptide; inhibition, % at 33 µM; hit rate 0.6% among 430,000; AID 1272365; in the data active = inhibition mostly above about 37%, no sharp cut-off; inactive = mostly below about 20%;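 also: plate controls were negative control peptide for no effect and reference peptide for full effect; strong numbers were not always called active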
Numbers without * were called inactive; i = inactive; & = joins results of further samples. A portion of the library, so the mix of outcomes need not match the whole.

cpd	smiles	SSB-PriA inh
1	O=C(NCCn1nc(-c2ccc(F)cc2)ccc1=O)c1cccnc1	0
2	O=C(CSc1ccc(F)cc1)NC[C@H](O)c1ccoc1	-9
3	CCN1CCN(c2nc3c(c(=O)n(C)c(=O)n3C)n2C/C=C(/C)Cl)CC1	-10
4	CS(=O)(=O)c1cccc(-c2nnc(NC(=O)c3cccs3)o2)c1	0
5	CSC1CC2CCC(C1)N2C(=O)c1cccnc1 (stereo not drawn)	-14
6	COc1ccc(C(=NO)C(=NO)c2ccc(OC)cc2)cc1	3
7	COc1ccc(C(=O)Nc2ccc(S(=O)(=O)Nc3ccc(S(N)(=O)=O)cc3)cc2)cc1	17
8	CCOC(=O)C(C#N)=CNc1cc(F)ccc1C	-4
9	O=C(CSc1ccc2nnc(-c3cccs3)n2n1)Nc1cccc([N+](=O)[O-])c1	11
10	Cc1noc(C)c1C=NNc1ccc2ccccc2n1	-12
11	Cc1c(C(O)=C2C(=O)C(=O)N(Cc3cccnc3)C2c2ccccn2)cnn1-c1ccccc1 (stereo not drawn)	-11
12	COc1ccc(C(=O)NCCCn2nc(-c3ccccc3)ccc2=O)cc1OC	-7
13	O=C(Nc1ccc2c(c1)OCO2)c1csc2nc(-c3ccc(F)cc3)cn12	-1
14	O=C(CN(Cc1ccco1)S(=O)(=O)c1ccccc1)NN=Cc1cccc(O)c1	3
15	Cc1cc(C(=O)NN=Cc2ccco2)c2ccccc2n1	-7
16	O=C(NCc1cccs1)c1csc(-c2cnccn2)n1	-2
17	O=C(NCCn1nc(-c2ccncc2)ccc1=O)c1ccc(-c2ccccc2)cc1	-3
18	O=C(c1ccc(OC(F)(F)F)cc1)N1CCC(CSC2=NCCS2)CC1	-11
19	COc1ccc(-c2cc(=O)n(CC(=O)Nc3nc(C)cs3)cn2)cc1	-8
20	Cn1nc(N2CCC[C@H](C(=O)Nc3nc4ccccc4s3)C2)ccc1=O	-13
21	O=C(NN=Cc1c(O)n(C2CCCCC2)c(=S)[nH]c1=O)c1ccccc1O	-8
22	O=C(c1cc(-n2cccc2)ccn1)N1CCN(c2ncccn2)CC1	-4
23	COc1ccc(NC(=O)c2csc(Nc3ccc(S(C)(=O)=O)cc3)n2)c(OC)c1	2
24	O=C(Nc1ccc(S(=O)(=O)Nc2ncccn2)cc1)c1cnn2c1OCCC2	-2
25	CCOc1ccccc1CNC(=O)c1cn(-c2ccc(Cl)cc2)nn1	4

cpd	smiles	SSB-PriA inh
26	Cn1nc(-c2ccccc2)cc1C(=O)Nc1cc(-n2ccc3ccccc32)ncn1	0
27	O=S(=O)(CCc1ccccc1)NCC(O)c1ccoc1 (stereo not drawn)	-25
28	Cc1ccc(-n2ccnc2N2CCN(C(=O)c3c(F)cccc3F)CC2)cc1	78*
29	O=C1CN(C(=O)C2CCN(S(=O)(=O)c3ccc(F)cc3)CC2)c2ccccc2N1	-26
30	COc1ccc2nc(-c3ccc(F)c(NC(=O)c4cc(Cl)ccc4Cl)c3)cn2n1	2
31	COc1ccc2cc(C(=O)NC3CCN(c4cc(C(F)(F)F)nc(C)n4)CC3)[nH]c2c1	2
32	Cc1nonc1C(=O)NN=Cc1ccncc1	-13
33	COc1ccc(-c2nn(-c3ccccc3)cc2C=NNC(N)=S)cc1OC	19
34	Oc1c(N=Nc2ccc3c(c2)OCO3)sc2nc3ccccc3n12	10
35	Nc1cc2c3c(c1)CCC(=O)N3CCC2	9
36	CC(=O)Cn1cnc2c1c(=O)n(C)c(=O)n2C	-20
37	COc1ccccc1-c1c(C)oc2cc(OCC(N)=O)ccc2c1=O	-13
38	CC1(C)C(=O)NCCN1C(=O)c1ccco1	-6
39	CCOc1ccc(NC(=O)CSC2CCCCC2)cc1	-35
40	CN1C(=O)c2cccc(NC(=O)/C=C/c3ccccc3Cl)c2C1=O	5
41	O=C(CSc1nccn1Cc1ccccc1Cl)NC1CCCCC1	-11
42	COc1ccccc1Oc1cncnc1-c1ccc(OCc2ccc(F)cc2Cl)cc1O	-13
43	CC1CCN(CC(=O)Nc2ccc(Br)cn2)CC1	-10
44	O=C(CSc1ncnc2c1nnn2-c1ccc(F)cc1)Nc1ccc([N+](=O)[O-])cc1	6
45	CCCc1cc(=O)[nH]c2nnc(SCC(=O)N3CCC(Cc4ccccc4)CC3)n12	-6
46	Cc1cccc(NS(=O)(=O)c2ccc(CN3C(=O)c4ccccc4C3=O)cc2)c1C	-11
47	Nc1ccc2c(c1)CN(C(=O)c1cccs1)CC2	24
48	COc1ccc(-c2nc(N)sc2C)cc1	21&22
49	COc1ccc(CN2CCOc3ccc([N+](=O)[O-])cc3C2=O)c(OC)c1	26
50	Cc1cc(C)cc(NS(=O)(=O)c2ccc(NC(=S)NC(=O)/C=C/c3ccco3)cc2)c1	-10

cpd	smiles	SSB-PriA inh
51	O=C(C1CN(S(=O)(=O)C2CC2)C1)N1CCc2ccccc2C1	-11
52	O=C(Cc1cccs1)NCc1cc(-c2ccc3c(c2)OCCO3)on1	-1
53	COCC(C)(O)CNC(=O)NC(C)(C)C (stereo not drawn)	-7
54	Cc1c(Cl)cccc1NC(=O)C(=O)NCC(c1ccc2c(c1)CCN2C)N(C)C (stereo not drawn)	15
55	COC(=O)CSC1CCN(C(=O)COc2ccc(Cl)cc2)C1 (stereo not drawn)	-4
56	O=C(CSc1nnc(Cn2ccc(=O)[nH]c2=O)o1)NC1CC1	-7
57	CCOC(=O)c1nn(-c2ccc(F)cc2)c(=O)cc1NC(=O)c1ccccc1C(=O)O	-15
58	Cc1cc(C)n(CC2CCN(CC(=O)Nc3cc(C)on3)CC2)n1	-8
59	O=C(c1ccoc1)N1CCC(CNC(=O)C2(c3ccccc3)CCOCC2)CC1	-13
60	COc1ccc(NC(=O)CSC2=Nc3cccnc3Nc3ccccc32)cc1OC	44*
61	CC1=NNC(=O)C1CC(=O)NN=C/C(C)=C/c1ccccc1 (stereo not drawn)	-5
62	CC(C)CCN(N=O)C(Cc1ccccc1)CN(N=O)C(Cc1ccccc1)CN(C)N=O (stereo not drawn)	0
63	CCOC(=O)c1sc(NC(=O)CSc2nnc(CNC(=O)c3ccc(Cl)cc3Cl)n2C)c(C(=O)OCC)c1C	-12&5
64	O=c1cc(N=Cc2coc3cc(Br)ccc3c2=O)[nH]c(=S)[nH]1	-3
65	COc1ccc(C=NNc2nc(C)c([N+](=O)[O-])c(N(C)c3ccccc3)n2)cc1OC	-6
66	Cn1ccnc1N1CCN(C(=O)COc2ccc(F)cc2)CC1	-12&5
67	Nc1c(C(=O)NCc2ccccc2Cl)nnn1Cc1cccc(Br)c1	-24
68	CCCCc1ccc(-n2c(=O)c3ccccc3c3ccccc3c2=O)cc1	5
69	Nc1cccc(-c2csc(Nc3ccccc3F)n2)c1	-13
70	S=c1[nH][nH]c2nc3ccccc3n12	11
71	CC(=NNC(=O)c1sc(NS(=O)(=O)c2ccccc2)nc1C)c1ccc(F)cc1	-2
72	CSc1nc(N2CCOCC2)c2cnn(CCNC(=O)Cc3ccc(Cl)cc3)c2n1	-4
73	CC1CC(=NN2C(=O)CSC2=S)CC(C)(C)C1 (stereo not drawn)	-2
74	CC(=O)Nc1ccc(NC(=O)CC(C)=NNC(N)=S)cc1	-1
75	COc1cc2c(cc1OC)CN(C(=O)C1CCCN1c1nc3ccccc3o1)CC2 (stereo not drawn)	-16

cpd	smiles	SSB-PriA inh
76	COc1ccccc1CC(=O)NCc1sc(-c2ccccc2Cl)nc1C	-10
77	CCCCCCC1CCC(C(=O)Oc2ccc(C(=O)OCC)cc2)CC1 (stereo not drawn)	-17
78	CN(C)C(CNC(=O)NCc1cccs1)c1ccc2c(c1)CCO2 (stereo not drawn)	-17
79	COc1ccc(OC)c(Nc2nc(CC(=O)Nc3nc4ccccc4s3)cs2)c1	38*
80	COC1=CC(=O)C(O)=C(CCCCCCCC=CCCCCCCCC2=C(O)C(=O)C=C(OC)C2=O)C1=O	-4
81	O=C(NCCn1ccn2nccc12)Nc1ccc(C(F)(F)F)cc1	-8
82	CCCCNC(=O)c1ccc(-n2ccnc2SCC(=O)Nc2ccc3c(c2)OCO3)cc1	20
83	Cc1cc(NC(=O)C2CCN(S(=O)(=O)c3cccs3)CC2)n(C)n1	9
84	COC(CNC(=O)CSCc1ccccc1)c1ccc(C)s1 (stereo not drawn)	-13
85	Cc1ccc(S(=O)(=O)N=C(c2ccc(F)cc2)N2CCCCC2)cc1	-12&4
86	COc1ccc(-c2c(C#N)c(SCC(N)=O)nc3c2C(=O)CC(C)(C)C3)cc1	5
87	COc1cc(OC)cc(C(=O)NN=Cc2ccc(OC)c(COc3ccc(F)cc3)c2)c1	-5
88	COc1ccccc1NC(=O)N1CCC(CNC(=O)C[C@@H](CC(=O)O)c2cccs2)CC1	-4
89	CCCCOc1ccc(C(=O)NCc2n[nH]c(=S)n2-c2cccc(C(F)(F)F)c2)cc1	-7
90	CCN1CCc2nc(NC(=O)c3ccc(C#N)cc3)sc2C1	-9
91	Cc1ccc(OC2CCN(C(=O)CSc3nc4ccccc4o3)CC2)nn1	-6
92	Cn1c(=O)c2[nH]c(NN=C(C#N)C(N)=O)nc2n(C)c1=O	-2
93	CN1CCN(C(CNC(=O)Cc2ccc(F)cc2)c2ccsc2)CC1 (stereo not drawn)	-11
94	Cc1csc(-c2cc3ccc(OC(=O)N4CCOCC4)cc3oc2=O)n1	-7
95	CC(C)(C)S(=O)(=O)c1ccc(N2CCN(c3ccc(Cl)cc3)CC2)nn1	-11
96	Cc1ccc(C(=O)NCc2ccc3c(c2)OCO3)cc1S(=O)(=O)N1CCCCCC1	3
97	COc1ccc(C2SCCN2S(=O)(=O)c2cccc3nsnc23)cc1 (stereo not drawn)	-21
98	O=C(Cc1ccc(O)cc1)NN=Cc1cccs1	-1
99	O=C(NCCn1nc(-c2cccs2)ccc1=O)c1c[nH]c(=O)n(Cc2ccco2)c1=O	-8
100	O=C(Nc1c(F)cccc1F)N1CCC(Cn2c(COc3ccccc3)nc3ccccc32)CC1	-9

cpd	smiles	SSB-PriA inh
101	COc1ccc(NC(=O)Cn2cnc(-c3ccc(F)cc3)cc2=O)c(OC)c1	-18
102	Cc1ccc(N2CCn3c(SCc4cccnc4)nnc32)cc1	-20
103	COc1cccc(NC(=O)C(=O)NC2CCCCCC2)c1	2
104	O=C(NN=Cc1ccncc1)c1nc(-c2ccccc2)n2c1CCCCC2	9
105	CC(=O)O/N=C(/N)c1cnn2c(C(F)(F)F)cc(C(F)(F)F)nc12	i
106	COC(=O)c1nc(N)n[nH]1	-9
107	O=C(NCCn1nc(-n2cncn2)ccc1=O)c1cnccn1	-5
108	COc1ccc(-c2csc(NC(=O)c3cccc(OC)c3OC)n2)cc1	-18
109	COc1cccc2sc(N3CC(C(=O)NCC(F)(F)F)C3)nc12	-10
110	CC(=O)Nc1ccc(SCC(=O)Nc2cccc(C(F)(F)F)c2)nn1	-7
111	CN1CCC(CNC(=O)c2cccc(Cl)c2)CC1	-12
112	Cn1nc2c(cc1=O)CC(C(=O)N1CCN(c3ncccn3)CC1)CC2 (stereo not drawn)	-9
113	Cc1cc(C(=O)N2CC(Oc3nc4c(F)cccc4s3)C2)on1	-6
114	O=S(=O)(c1cc(F)ccc1F)N1CCOC(c2ccccc2)C1 (stereo not drawn)	-22
115	CCOc1ccc2ncc(C#N)c(N3CCC(C(=O)Nc4ccc(OC(F)(F)F)cc4)CC3)c2c1	-8
116	CCCCN(C)S(=O)(=O)c1ccc(C(=O)Nc2nc(-c3ccccc3)cs2)cc1	-3
117	Cc1nnc(-c2ccc(OCC(=O)NCc3ccccc3)cc2)o1	-7
118	COC(=O)c1ccc(OC)c(S(=O)(=O)NC[C@](C)(O)c2cc3ccccc3s2)c1	8
119	COc1ccccc1N1CCN(C(=O)c2ccc(=O)n(Cc3cccc(F)c3)n2)CC1	2
120	O=C(CSc1ncc(S(=O)(=O)c2ccc(Br)cc2)c(=O)[nH]1)Nc1ccccc1F	3
121	CC(=NNc1nc(C)cc(-c2ccccc2)n1)c1ccc(O)cc1	9
122	CC(C)c1ccc(NC(=O)c2sccc2S(=O)(=O)N2CCN(c3ccc(F)cc3)CC2)cc1	-3
123	CCOc1ccccc1C(=O)N1CCC[C@H](Cc2nc(-c3ccsc3)no2)C1	5
124	Cc1cccc2sc(OC3CN(C(=O)c4cc(=O)c5ccccc5o4)C3)nc12	-7
125	CC(=O)Nc1ccc(SCCCC(=O)N2CCN(c3ccc(F)cc3)CC2)nn1	-10

Reprinted from the part before: 2 compounds; new compounds follow.
cpd	smiles	SSB-PriA inh
124	Cc1cccc2sc(OC3CN(C(=O)c4cc(=O)c5ccccc5o4)C3)nc12	-7
125	CC(=O)Nc1ccc(SCCCC(=O)N2CCN(c3ccc(F)cc3)CC2)nn1	-10
126	O=C(Nc1ccncc1)C(=O)NC1CCCC1	-14&-7
127	COc1cc(C=NNC(=O)Cc2csc(N3CCOCC3)n2)cc(OC)c1O	-4
128	COC(=O)c1ccc(C(=O)NCC2CCN(c3cnccn3)CC2)cc1	3
129	O=C1c2cccc(OCc3ccccc3Cl)c2CCN1Cc1ccccc1F	11
130	CCOC(=O)c1ccc(-c2ccc(/C=C(\C#N)C(=O)NC(C)(C)C)o2)cc1	-11
131	O=C(NCCS(=O)(=O)N1CCN(c2ccccn2)CC1)c1cc2ccccc2o1	-24
132	CS(=O)(=O)N1CCCC(C(=O)Nc2nc(-c3ccc(Cl)cc3Cl)cs2)C1 (stereo not drawn)	-12
133	O=S(=O)(Oc1ccccc1C=Nn1cnnc1)c1ccccc1	-12
134	O=C(Nc1ccccc1)Nc1ccc2oc(-c3ccccc3F)cc(=O)c2c1	0
135	CCN(CC)C(=O)COc1ccc(C(C)=NNC(=O)c2ccccc2-n2cccc2)cc1	6
136	Cc1nc2c(sc3cccc(F)c32)c(=O)n1CC(=O)Nc1ccc(F)cc1Cl	-9
137	COc1ccc(/C=C/C(=O)N2CCN(Cc3nc(-c4ccc(F)cc4)cs3)CC2)cc1OC	13
138	CCOc1ccc([C@@H]2CC(c3ccccc3NS(C)(=O)=O)=NN2S(C)(=O)=O)cc1	5

Arranged by length of the SMILES (smallest number first): part of the list above.
cpd	smiles	SSB-PriA inh
128	COC(=O)c1ccc(C(=O)NCC2CCN(c3cnccn3)CC2)cc1	3
134	O=C(Nc1ccccc1)Nc1ccc2oc(-c3ccccc3F)cc(=O)c2c1	0
135	CCN(CC)C(=O)COc1ccc(C(C)=NNC(=O)c2ccccc2-n2cccc2)cc1	6
